# Bioassay records (PubChem)
# VLA-4 inh = inhibition in a human VLA-4 binding assay; inhibition, % (about 7 µM as worked out from the volumes in the protocol); 330,000 compounds, 0.2% hits; P13612; AID 2557; VLA-4 expressing cells, ligand binding flow cytometry; in the data active = inhibition above about 50%
# MEX-5 binding = C. elegans MEX-5 TCR-2 RNA binding activity | Q9XUB2 | MEX-5/FITC-TCR2 RNA binding, fluorescence polarization; hits give low values | activity score (negative = inhibition of binding), % at 10 µM | 300,000 compounds, 0.38% hits;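 active = inhibition past about -25% in most replicates, and total fluorescence under double the plate's negative control median, limit read from the data; inconclusive = replicates evenly split on the limit, or fluorescence at least double controls; inactive = too little inhibition in most replicates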;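 also: 0% = DMSO and -100% = 5 µM competing unlabeled TCR2 RNA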
# CR mimetic SO = caloric restriction mimetics inhibiting age-related superoxide in yeast | S. cerevisiae aged cells, superoxide DHE fluorescence; hits give low values | superoxide response (% of plate mean), % at 10 µM | 330,000 compounds, 0.18% hits;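 active = superoxide response under a set limit, about three screen SD below normal, cut at about 65% in these data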;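 also: yeast aged for seven days with compound at 30 °C before DHE staining; 100% = average MFI of all compound-treated wells on the plate with controls excluded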
# AGP1-GFP MLPCN = alters AGP1-GFP fluorescence in TOR pathway yeast screen | S. cerevisiae AGP1-GFP multiplex flow cytometry, 3 h; GFP as percent of DMSO wells | GFP response vs DMSO, % at 10 µM | 320,000 compounds, 0.02% hits | AID 2066;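 active = GFP response relative to DMSO above a set limit, near screen average plus 3 SD, cut at about 150% in these data; inconclusive = fewer than 70 cells counted for the yeast strain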;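 also: median GFP channel fluorescence of the gated AGP1 strain per well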
# GRK2 aptamer HTS = blocks RNA aptamer binding to human GRK2; P25098; bead flow cytometry, FAM-aptamer displacement from GRK2; inhibition of aptamer binding, % at 10 µM; 330,000 compounds, 0.59% hits; AID 488847;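 active = inhibition of aptamer binding above 40%, roughly 3 SD of noise, on plates passing a quality check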;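 also: median bead fluorescence of bound FAM aptamer so fluorescent compounds give negative values; no value below 0 was filed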
# Target sequence (P25098 whole entry, looked up): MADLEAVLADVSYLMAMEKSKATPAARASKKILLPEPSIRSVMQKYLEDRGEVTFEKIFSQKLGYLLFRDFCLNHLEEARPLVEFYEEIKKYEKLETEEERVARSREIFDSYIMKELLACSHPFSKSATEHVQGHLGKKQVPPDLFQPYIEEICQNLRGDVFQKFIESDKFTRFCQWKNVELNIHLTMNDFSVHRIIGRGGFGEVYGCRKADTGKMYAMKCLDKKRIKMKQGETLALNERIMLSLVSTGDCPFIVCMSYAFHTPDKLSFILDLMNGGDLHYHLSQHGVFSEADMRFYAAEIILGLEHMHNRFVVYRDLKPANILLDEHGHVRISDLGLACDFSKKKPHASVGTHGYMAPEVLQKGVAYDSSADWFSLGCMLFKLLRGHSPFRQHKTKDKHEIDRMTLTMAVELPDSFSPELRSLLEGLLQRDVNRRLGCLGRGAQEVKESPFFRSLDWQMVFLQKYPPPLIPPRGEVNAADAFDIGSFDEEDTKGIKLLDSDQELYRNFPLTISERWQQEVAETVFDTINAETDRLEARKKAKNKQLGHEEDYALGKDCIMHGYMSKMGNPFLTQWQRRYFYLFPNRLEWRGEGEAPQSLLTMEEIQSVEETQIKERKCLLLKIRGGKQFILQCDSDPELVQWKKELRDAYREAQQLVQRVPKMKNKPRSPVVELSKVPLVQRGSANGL
# BCLXL inh = inhibitors of human Bcl-xL; Q07817; GST-Bcl-xL / FITC-Bim BH3 peptide fluorescence polarization; inhibition, % at 10.9 µM; 320,000 compounds, 0.7% hits; AID 2129;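 active = inhibition above the mean of all tested compounds plus 3 SD, cutoff set per campaign, cut at about 30% in these data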;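 also: 0% = DMSO wells and 100% = unlabeled Bim-BH3 peptide competitor; inhibitors lower millipolarization by displacing the labeled peptide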
# Target sequence (Q07817 whole entry, looked up): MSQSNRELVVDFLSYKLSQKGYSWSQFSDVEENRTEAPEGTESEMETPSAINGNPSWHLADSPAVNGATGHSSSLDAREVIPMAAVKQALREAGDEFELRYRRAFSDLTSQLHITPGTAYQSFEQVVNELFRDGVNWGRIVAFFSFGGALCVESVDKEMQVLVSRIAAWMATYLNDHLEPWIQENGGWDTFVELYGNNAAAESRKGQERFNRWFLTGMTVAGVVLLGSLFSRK
# CIT2-GFP yeast = alters CIT2-GFP fluorescence in TOR pathway yeast screen | S. cerevisiae CIT2-GFP strain, flow cytometry, 3 h; 100 means same as DMSO wells | GFP response vs DMSO, % at 10 µM | 320,000 compounds, 0.065% hits;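 active = GFP response relative to DMSO above a set limit, near the screen mean plus 3 SD, cut at about 150% in these data; inconclusive = Fewer than 70 cells measured for a yeast strain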;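 also: ratio of well median GFP fluorescence to mean of DMSO wells on the plate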
# GLD-1 RNA inh = GLD-1-TGE RNA interaction inhibition (C. elegans); inhibition, % at 5.96 µM; Q17339; purified GLD-1 + fluorescein TGE RNA, fluorescence polarization; 320,000 compounds, 0.44% hits;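 active = percent inhibition above a per-plate cutoff, the plate mean of test compounds plus 3 SD, cut at about 30% in these data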;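 also: 0% = DMSO wells with GLD-1 and probe and 100% = wells lacking GLD-1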
# MCL1 BIM primary = MCL1-BIM-BH3 interaction inhibition (human); 320,000 compounds, 0.68% hits; GST-MCL1 / FITC-Bim-BH3 fluorescence polarization; AID 2057; inhibition, % at 10.9 µM;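 active = inhibition above the mean inhibition of all tested compounds plus 3 SD, set per campaign, cut at about 40% in these data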;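 also: 0% = DMSO wells and 100% = unlabeled Bim-BH3 peptide control; higher means more loss of mP so more displacement of Bim peptide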
# * = called active by the depositor; ? = inconclusive; / = not tested or not shown.
SMILES,VLA-4 inh,MEX-5 binding,CR mimetic SO,AGP1-GFP MLPCN,GRK2 aptamer HTS,BCLXL inh,CIT2-GFP yeast,GLD-1 RNA inh,MCL1 BIM primary
Cc1cc(NC(=O)CSc2ncc(C(=O)O)n2-c2ccc(F)cc2)no1,30,/,99,108,0,/,107,7,/
CN(C)S(=O)(=O)c1ccc(C(=O)NNc2nc(-c3ccccc3)c3cc(Br)ccc3n2)cc1,2,0.4,78,103,1,9,102,2,7
O=C1C[C@H]2[C@H](CO)[C@@H](OC(=O)c3ccc(-c4ccccc4)cc3)C[C@H]2O1,3,-0.3,105,122,0,3,113,3,6
COc1cc(/C=C2\CC/C(=C\c3cc(OC)c(O)c(OC)c3)C2=O)cc(OC)c1O,-201,/,100,105,15,-31,126,-41,-56
CN(C)c1nc(NC(C)(C)C)nc(NC(C)(C)C)n1,1,0.5,102,106,0,2,95,5,2
COc1ccc(CCc2cc(OC)cc(=O)o2)cc1,15,-1.1,88,96,3,6,97,8,4
COc1cc(/C=C2/SC(=S)N(CC(=O)NC(C)(C)C)C2=O)cc(OC)c1OC,6,3.9,109,97,6,0,102,-7,-4
CCOC1=NN(c2ccc(Cl)cc2)C(=O)/C1=C\N(C)C,1,-2.3,90,97,1,10,97,-3,6
CCOP(=O)(OCC)C(NC(=O)C(F)(F)F)c1ccccc1 (centres undefined),21,2.5,93,/,64*,4,/,9,-4
COc1ccc(S(=O)(=O)N2CCC3(CC2)OCCN3S(=O)(=O)c2c(C)cc(C)cc2C)cc1,-6,-0.6,83,103,1,2,101,1,2
COC(=O)CNc1n[nH]c(=S)[nH]c1=O,22,-1.3,108,102,85*,2,97,-3,5
CCn1ncc(CN2CCCC(C(=O)Nc3cccc(-c4cc5ccccc5[nH]4)c3)C2)c1C (centres undefined),19,-1.0,93,100,0,1,94,3,0
CC[C@@H](C)C(C(=O)N1CCN(C(=O)OC(C)(C)C)CC1)n1cc(-c2cn([C@@H](C)C(=O)N3CCN(C(=O)OC(C)(C)C)CC3)nn2)nn1 (some centres undefined),-2,2.6,101,102,1,6,96,6,10
COc1ccc(S(=O)(=O)N2CCCC2)cc1Br,1,0.6,95,107,2,-4,112,-6,0
Cc1ccc(NC(=O)CSC2=C(C#N)C(c3ccco3)C3=C(CC(C)(C)CC3=O)N2)cc1 (centres undefined),34,0.3,101,106,2,3,105,8,3
Cc1ccccc1C1CCCN(Cc2nc(CC3CC3)no2)C1 (centres undefined),8,0.2,103,92,3,4,95,-3,3
O=C(NNC(=O)c1ccccn1)c1ccc(OC(F)F)cc1,5,/,91,102,0,/,100,4,/
Cc1ccccc1NCC(=O)N/N=C/c1c(C)c(C(=O)c2ccc(Cl)cc2)n2ccccc12,-11,3.9,100,98,0,2,100,2,1
CCOc1cc(C(=O)N(C)c2ccccc2)cc(OCC)c1OCC,2,-0.4,95,43,0,2,106,4,4
CCCCCCCC(=O)NNC(=O)c1ccc([N+](=O)[O-])cc1,11,-0.4,86,105,4,-2,99,-3,1
Cn1cc([N+](=O)[O-])c(C(=O)Nc2cnn(Cc3ccc(F)cc3)c2)n1,-1,-3.5,99,98,0,1,96,-1,10
O=C(O)c1cccc(Cn2c(Cl)c(/C=N/NC(=O)c3ccccc3O)sc2=O)c1,-5,-3.7,105,102,3,2,104,3,12
CC(C)(C)c1ccc(C(=O)NCC(=O)N2CCC3(CC2)NCCc2[nH]cnc23)cc1,14,3.4,99,99,1,0,99,-2,1
CSc1ccccc1NC(=O)C1CCN(S(C)(=O)=O)CC1,1,-0.4,97,104,1,6,108,4,2
O=C(Cc1csc(-c2ccc(Cl)cc2)n1)Nc1cccc(S(=O)(=O)NC2=NCCC2)c1,-1,/,103,102,0,-7,100,4,11
c1ccc(SCc2cc(-c3ccccc3)no2)cc1,0,1.2,97,102,0,-6,97,-1,-15
CC(C)CN(C(=O)CN1C(=O)NC2(CCc3ccccc32)C1=O)C1CCS(=O)(=O)C1 (centres undefined),-8,/,111,89,5,7,88,-1,3
CCOC(=O)c1ccc(NC(=O)COc2ccc(-n3cnnn3)cc2)cc1,-9,1.5,110,94,6,4,99,10,9
O=C(CCCN1C(=O)c2ccccc2C1=O)Nc1ccc(Br)cn1,11,-1.1,105,103,2,5,102,4,4
CCN(C(=O)C1CCN(c2nc(-c3ccc(OC)cc3)no2)CC1)c1ccc(OC)cc1,-9,-0.8,90,109,1,1,115,6,3
Cc1ccc(C2/C(=C(/O)c3ccccc3)C(=O)C(=O)N2CCN2CCOCC2)o1 (centres undefined),17,1.7,97,100,2,2,95,3,4
CCc1cc2c(=O)n(Cc3ccco3)c(SCC(=O)N3CCCc4ccccc43)nc2s1,5,3.4,101,102,0,-3,93,-3,2
CN(C(=O)CSc1nc(-c2cccs2)nc2ccccc12)C1CCS(=O)(=O)C1 (centres undefined),-1,/,89,107,0,/,101,7,/
O=C1N(c2ccccc2C(F)(F)F)O[C@]1(c1ccccc1)C1CCCC1,11,/,75,91,3,15,103,-6,8
COc1ccc(N(CC(=O)NCc2ccccn2)S(=O)(=O)c2ccccc2[N+](=O)[O-])c(OC)c1,23,3.3,96,95,3,4,95,6,5
CCOC(=O)C1=C(C)NC(=S)NC1c1cc(C)sc1C (centres undefined),3,1.0,107,104,1,2,95,4,12
O=C(NCc1ccccc1)C1CCCN1C(=O)Nc1ccccc1[N+](=O)[O-] (centres undefined),1,2.7,107,100,1,/,102,/,/
Cc1cc(CN(C)Cc2cn(C)nc2-c2ccc(Oc3ccccc3)cc2)on1,6,5.3,101,104,0,0,102,6,-5
Cc1nnc(NC(=O)C2C3C=CC(O3)C2C(=O)O)s1 (centres undefined),0,-0.7,91,106,0,3,103,1,4
O=C(CCC(=O)Nc1cc(C(F)(F)F)ccc1Cl)N/N=C\c1cc([N+](=O)[O-])ccc1O,12,-1.8,107,94,0,6,100,-2,19
Cn1c(N)c(C(=O)COC(=O)c2cccs2)c(=O)n(C)c1=O,4,-2.5,116,?,0,5,?,2,2
COc1ccc(Cn2nnnc2C(CC(C)C)N2CCN(c3ccccc3)CC2)cc1 (centres undefined),14,1.6,91,/,0,4,109,5,0
CC1N(C(=O)N2CCOCC2)CCN1S(=O)(=O)c1cccc(C(F)(F)F)c1 (centres undefined),4,1.8,93,101,0,-1,101,-2,-3
O=C(NC1CCC(O)CC1)c1ccc(NS(=O)(=O)c2cccc([N+](=O)[O-])c2)cc1 (centres undefined),-7,/,153,111,0,-1,112,-7,2
CCOC(=O)c1ccc(NC(=S)Nc2ccc(Cl)cn2)cc1,16,1.0,96,98,0,7,100,1,4
CCN(CC(=O)Nc1cc(S(=O)(=O)N2CCOCC2)ccc1Cl)Cc1ccccc1,21,/,115,229*,0,-5,754*,1,-3
Cc1ccc(-n2ncc3c2CC(C)(C)CC3NC(=O)CCCN2CCCCC2=O)cc1 (centres undefined),2,/,102,109,2,3,108,6,1
Clc1ccc(Cn2ccc(-c3ccc4c(c3)OCO4)n2)cc1Cl,2,2.3,105,107,1,4,109,3,6
Cc1nc(NC(=O)COC(=O)C(NC(=O)c2ccco2)C(C)C)c(Cl)cc1Cl (centres undefined),52*,0.2,88,100,4,2,98,1,-1
CCC(=O)NC(Nc1cc(C)ccn1)(C(F)(F)F)C(F)(F)F,24,0.6,90,99,0,1,99,0,-2
COc1ccc(CCNCC(O)COc2ccc(OC)cc2C(C)(C)C)cc1 (centres undefined),9,-2.8,88,97,0,0,92,4,-5
CCOC(=O)/C(C#N)=C/c1cn(CCC(=O)O)nc1-c1ccc(OC)cc1,-17,4.1,99,92,0,2,92,-10,-2
CCNC(=O)C12CCC(C)(C(=O)O1)C2(C)C (centres undefined),11,/,96,105,1,1,105,8,5
CCn1nc(C(=O)Nc2ccccc2N2CCCC2)c2ccccc2c1=O,16,-0.6,97,104,0,3,100,2,-5
Fc1ccc(-n2[nH]nnc2=S)cc1N1CCCC1,10,1.4,120,96,0,-30,92,-3,-28
COc1ccc(-c2n[nH]c(C)c2-c2cscn2)c(O)c1,1,2.2,80,106,1,-9,107,7,-7
COc1ccc(CN2[C@@H](CC(=O)O)c3cc(C(F)(F)F)ccc3S2(=O)=O)cc1,22,-1.4,109,115,0,3,108,7,-2
Cc1cc(NO)c(C(C)C)cc1N=O,12,0.8,87,105,4,0,109,2,6
CCCNC(=S)N1CCC(n2cnc3ccccc32)CC1,6,2.5,98,97,2,2,93,-7,0
Fc1cc(F)c2nc(N3CCCC3)sc2c1,-4,1.2,114,100,5,7,101,-1,4
# Other compounds follow.
SMILES,VLA-4 inh,MEX-5 binding,CR mimetic SO,AGP1-GFP MLPCN,GRK2 aptamer HTS,BCLXL inh,CIT2-GFP yeast,GLD-1 RNA inh,MCL1 BIM primary
Cc1sc(NC(=S)NC(=O)CCc2ccccc2)c(C(N)=O)c1C,34,/,103,96,0,8,83,-4,8
CCCN(CC1CC1)C(=S)NC(=O)C1CC1,8,-2.1,90,104,3,7,103,6,2
CS(=O)(=O)c1ccc(C(=O)CN2C(=O)NC3(CCCc4ccccc43)C2=O)cc1 (centres undefined),0,/,101,98,1,2,96,1,6
COc1ccc(CN2CCN(C(=O)c3cc(-c4cccnc4)nc4ccc(Cl)cc34)CC2)c(OC)c1OC,6,-0.5,86,93,2,1,100,9,2
C=CCN1C(=O)c2ccc(C(=O)OCC(=O)Nc3ccc(S(N)(=O)=O)cc3)cc2C1=O,4,-0.9,95,92,1,-11,82,6,-14
CC(C)C1CC(CCNCc2ccc3c(c2)OCO3)(c2ccccc2)CCO1 (centres undefined),8,-0.3,100,107,0,6,111,-2,1
CC(C)Sc1cc(N2CCCC2)nc(-c2ccccc2Cl)n1,6,0.9,90,93,0,7,93,6,6
O/N=C(/Cc1ccccn1)c1ccccc1,18,0.6,98,103,0,3,98,-4,3
CCOC(=O)C(CC(C)C)CP(=O)(O)CNC(=O)OCc1ccccc1 (centres undefined),19,-1.0,107,109,3,7,95,-1,-2
CC(=O)c1cccc(NC(=O)C(=O)Nc2cccc3ccccc23)c1,-2,4.6,91,103,0,7,110,6,-1
CCOC(=O)c1ccc(S(=O)(=O)N2CC(=O)Nc3ccccc32)cc1,-23,0.8,87,98,0,5,105,-2,7
N#C/C(=C\Nc1ccccc1O)c1nc2ccccc2o1,-72,-0.4,88,88,0,-1,91,2,-2
Cc1ccc(-c2nsc(SCC(=O)NCC3CCCO3)n2)cc1 (centres undefined),-1,0.6,93,102,0,-5,98,2,-6
O=S1(=O)[C@H]2C[C@@H]3C=C[C@@]2(CN1Cc1cccc(F)c1)O3,4,2.5,94,83,0,1,76,0,1

# An excerpt from above, limited to CR mimetic SO and BCLXL inh:
molecule	CR mimetic SO	BCLXL inh
Cc1sc(NC(=S)NC(=O)CCc2ccccc2)c(C(N)=O)c1C	103	8
CCCN(CC1CC1)C(=S)NC(=O)C1CC1	90	7
CS(=O)(=O)c1ccc(C(=O)CN2C(=O)NC3(CCCc4ccccc43)C2=O)cc1 (centres undefined)	101	2

# No enrichment for hits. About 2.1% of those tested had a hit in this group.
